# Assay outcomes (PubChem BioAssay)
# DAX1 inh-1 – NR0B1 (DAX1) inhibition. HEK293 Gal4-DAX1 luciferase reporter, luminescence. inhibition, % at 6.75 µM. 340,000 tested, 0.99% active. AID 504766;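 active means inhibition above the mean over all tested compounds plus 3 SD, cut at about 4.2% in these data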;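 further: 0% = DAX1-transfected cells with DMSO and 100% = empty-vector control cells with DMSO; inhibition shows as a rise in luminescence from relieved DAX1 repression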
# Target sequence (P51843 207-470 limits assumed): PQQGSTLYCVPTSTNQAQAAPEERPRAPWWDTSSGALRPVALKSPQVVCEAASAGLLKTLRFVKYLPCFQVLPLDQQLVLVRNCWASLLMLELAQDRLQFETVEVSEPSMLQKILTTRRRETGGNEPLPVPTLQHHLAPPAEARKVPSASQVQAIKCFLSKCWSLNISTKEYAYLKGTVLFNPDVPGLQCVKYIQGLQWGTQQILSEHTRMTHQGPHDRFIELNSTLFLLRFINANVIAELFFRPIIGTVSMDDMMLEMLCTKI
# KLK7 zymogen act – activates the human kallikrein-7 zymogen. P49862. purified proKLK7, EDANS-DABCYL substrate fluorescence; 100% is mature enzyme control, 0% vehicle. activation, % at 7 µM. 370,000 tested, 0.9% active;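 active means activation above the mean of all tested compounds plus 3 SD, computed per campaign excluding outliers beyond control limits, cut at about 13% in these data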
# Target sequence (P49862 whole entry, looked up): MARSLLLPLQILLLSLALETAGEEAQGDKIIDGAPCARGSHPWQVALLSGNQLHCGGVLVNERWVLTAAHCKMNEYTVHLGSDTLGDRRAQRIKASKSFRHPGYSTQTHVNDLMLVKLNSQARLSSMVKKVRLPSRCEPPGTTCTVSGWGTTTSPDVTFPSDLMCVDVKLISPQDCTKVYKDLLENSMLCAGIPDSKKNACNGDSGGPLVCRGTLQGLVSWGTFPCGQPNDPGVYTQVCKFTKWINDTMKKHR
# GC-B act – GC-B (human) receptor activation; P20594; HEK293-GC-B cells, CNP EC30, cGMP TR-FRET; 0% at EC30 CNP, 100% saturating CNP; activation, % at 10 µM; 370,000 tested, 0.11% active; AID 1920062;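 active means activation at 10 µM reaching about 35% in either raw or pattern-adjusted values, limit read from the data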
# hcDAF-12 act – H. contortus DAF-12 activation, primary screen. AID 652067. 370,000 tested, 1.4% active. activation, % at 6.8 µM. HEK293 hcDAF-12 lit1-tk-luc reporter, luminescence; 0% DMSO, 100% Δ7-dafachronic acid;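 active means activation above the mean of all tested compounds plus 3 SD, cut at about 5.5% in these data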;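 further: 100% = response to 3 µM Δ7-dafachronic acid high control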
# GAA850 FXN act – activators of GAA850 frataxin (FXN) promoter; activation, % at 6 µM; HEK293 lucGAA850 FXN promoter luciferase reporter, 24 h; percent of 10 µM SAHA response; 360,000 tested, 0.56% active;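 active means activation above the average of all compounds screened plus 3 SD, cutoff fixed separately per campaign, cut at about 7.5% in these data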;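 further: 0% = DMSO wells and 100% = 10 µM SAHA wells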
# hgDAF-12 ag – agonists of H. glycines DAF-12 nuclear receptor; HEK293 GAL4-hgDAF12 UAS-luciferase reporter, agonist luminescence; normalized to butyrate control; activation, % at 6.8 µM; 370,000 tested, 1.8% active; AID 687014;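 active means activation above a cutoff set at the mean of all screened compounds plus 3 SD, cut at about 10% in these data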;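 further: 0% = DMSO wells and 100% = sodium butyrate wells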
# ssDAF-12 act – activates DAF-12 receptor from parasite S. stercoralis; HEK293 ssDAF-12/GRIP1 lit1-tk-luc reporter, luminescence; % of 3 µM dafachronic acid response; activation, % at 6.8 µM; 370,000 tested, 1% active;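 active means activation above the mean over all tested compounds plus 3 SD, cut at about 0.9% in these data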;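 further: 0% = DMSO-only wells and 100% = 3 µM delta7-dafachronic acid wells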
# HGIII-sPLA2 inh – Blocks human group III sPLA2 activity. Q9NZ20. QFRET BODIPY PC-A2 liposome hydrolysis, fluorescence. inhibition, % at 12.2 µM. 370,000 tested, 0.56% active;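 active means inhibition above mean plus 3 SD of compounds lying within the high and low control bounds, cut at about 19% in these data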;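 further: 0% = median of test compound wells and 100% = no enzyme DMSO wells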
# Target sequence (Q9NZ20 whole entry, looked up): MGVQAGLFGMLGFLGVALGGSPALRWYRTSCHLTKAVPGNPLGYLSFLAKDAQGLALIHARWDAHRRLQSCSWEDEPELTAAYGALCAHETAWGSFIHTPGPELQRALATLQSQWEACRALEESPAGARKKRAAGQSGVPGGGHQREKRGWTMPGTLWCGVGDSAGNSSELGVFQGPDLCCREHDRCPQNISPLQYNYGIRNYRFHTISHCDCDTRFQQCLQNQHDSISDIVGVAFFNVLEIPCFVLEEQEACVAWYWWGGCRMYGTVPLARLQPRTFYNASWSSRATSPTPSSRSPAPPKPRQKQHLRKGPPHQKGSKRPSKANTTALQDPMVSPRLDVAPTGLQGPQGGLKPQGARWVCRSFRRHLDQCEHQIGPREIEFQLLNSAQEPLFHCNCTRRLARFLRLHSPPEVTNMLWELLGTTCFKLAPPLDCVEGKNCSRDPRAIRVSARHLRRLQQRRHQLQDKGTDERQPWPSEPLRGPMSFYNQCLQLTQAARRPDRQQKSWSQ
# NPR1 activator – GC-A (human) enzyme activation. P16066. HEK293 GC-A cells, cGMP TR-FRET, EC30 ANP; 0% at EC30 ANP, 100% saturating ANP. activation, % at 10 µM. 370,000 tested, 0.14% active. AID 1671463; in the data active means activation above about 40%
# DAX1 inh-2 – blocks DAX1 repression of SF-1 activated StAR promoter; HEK293T StAR-luciferase reporter, SF-1/DAX-1 repression relief; inhibition, % at 6.8 µM; 370,000 tested, 1.1% active; AID 652010;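 active means inhibition above the mean over all tested compounds plus 3 SD, cut at about 3.6% in these data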;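 further: 0% = DAX-1 cells with DMSO and 100% = cells lacking DAX-1 with DMSO; higher inhibition means more luminescence from relief of DAX-1 repression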
# SMARCA2 act – increases SMARCA2 function in MMTV reporter cells. MG213 cells, MMTV-luciferase reporter, dexamethasone, overnight. activation, % at 9.1 µM. 370,000 tested, 1% active. AID 652017; in the data active means activation above about 7.8%;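 further: 0% = vehicle wells and 100% = reference activator wells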
# An asterisk follows results filed as active; . = not tested or not shown.
SMILES,DAX1 inh-1,KLK7 zymogen act,GC-B act,hcDAF-12 act,GAA850 FXN act,hgDAF-12 ag,ssDAF-12 act,HGIII-sPLA2 inh,NPR1 activator,DAX1 inh-2,SMARCA2 act
Cc1ccc2nsnc2c1S(=O)(=O)N(CCO)Cc1cc2cc3c(cc2[nH]c1=O)OCCO3,0.9,0.2,3,-1.7,-1.7,-0.3,-0.6,4,3,-0.6,-2
C[C@H](CO)N1C[C@H](C)[C@@H](CN(C)Cc2ccccc2)Oc2c(NS(=O)(=O)c3ccccc3)cccc2C1=O,1.6,0.6,-5,-0.4,-1.9,1.2,-1.4,-6,2,-0.3,1
CCOC(=O)Nc1ccc(C(=O)/C=C/c2ccccc2)cc1,1.1,-1.0,-4,0.4,4.0,4.8,-1.5,-7,-11,-0.5,0
COc1ccccc1CNC(=O)CN1C(=O)NC(c2ccccc2)(c2ccccc2)C1=O,0.7,-0.2,2,-1.4,-2.1,-2.6,-1.2,-1,-2,-1.1,0
COc1cc(OC)c(OC)cc1CN(C)CC1CCCN(CCc2ccccc2F)C1 (stereo not given),0.4,-0.4,-7,0.9,0.6,-0.5,-0.6,-1,-10,0.2,3
CC1(C)CNC(=O)c2sc(NC(=O)c3ccccc3)nc2C1,2.4,0.2,4,3.1,5.8,4.7,-1.5,-1,-1,1.3,7
COc1ccc(C2=NN(C(C#N)c3ccc(OC)cc3)C(c3ccccc3)C2)cc1 (stereo not given),5.4*,-0.9,-2,6.4*,5.4,13*,-0.6,-4,1,2.7,3
COc1ccc(-c2csc(NC3OC(=O)c4c3ccc(OC)c4OC)n2)cc1OC (stereo not given),1.7,-0.1,8,0.3,0.6,0.4,-0.8,1,8,-0.3,-2
Cc1cn(C2CCCCO2)c(=O)[nH]c1=O (stereo not given),0.6,0.1,0,-0.9,1.3,4.8,-1.0,9,4,-0.1,-3
COc1cc2oc(=O)cc(CN3CCCCCCC3)c2cc1Cl,.,3.0,-8,0.2,.,-1.0,-1.3,-3,-1,-0.1,4

# Next section; the last 2 above are carried over.
SMILES,DAX1 inh-1,KLK7 zymogen act,GC-B act,hcDAF-12 act,GAA850 FXN act,hgDAF-12 ag,ssDAF-12 act,HGIII-sPLA2 inh,NPR1 activator,DAX1 inh-2,SMARCA2 act
Cc1cn(C2CCCCO2)c(=O)[nH]c1=O (stereo not given),0.6,0.1,0,-0.9,1.3,4.8,-1.0,9,4,-0.1,-3
COc1cc2oc(=O)cc(CN3CCCCCCC3)c2cc1Cl,.,3.0,-8,0.2,.,-1.0,-1.3,-3,-1,-0.1,4
COc1cc(S(=O)(=O)n2cnc3ccccc32)ccc1Br,0.5,0.4,6,-1.8,0.7,-4.1,-0.9,-13,3,0.2,-3
CCOc1ccc(NS(=O)(=O)c2cccc(C(=O)N3CCN(C/C=C/c4ccccc4)CC3)c2)cc1,-0.9,0.6,0,-1.9,-0.5,-1.1,-1.9,-35,2,-3.9,-4
CCN(CC)c1ccc(C=Nc2ccccc2)c(O)c1,-0.8,-5.0,1,0.3,-0.8,-1.4,-0.5,4,0,-0.3,-1
N#CCSc1ccccc1NC(=O)CN1C(=O)C2CC=CCC2C1=O (stereo not given),0.7,0.4,0,3.7,-0.1,4.8,2.3*,4,2,-5.2,0
CC(C)CN(C(=O)COC(=O)CCSc1ccc(Cl)cc1)c1c(N)n(Cc2ccccc2)c(=O)[nH]c1=O,1.8,0.1,-11,-0.3,1.2,-0.1,-1.0,0,-3,0.5,-1
NC(c1ccncc1)c1ccc(Cl)cc1 (stereo not given),0.5,0.5,0,3.0,2.0,4.0,-0.6,6,2,-0.7,-1
Cc1ccnc(S(=O)(=O)Cc2ccc([N+](=O)[O-])cc2)n1,0.6,-0.3,3,1.0,-0.7,6.5,-1.2,1,2,-0.2,-2
Cn1cc(C(=O)N2CCc3ccccc3C2)c(=O)c2cc(S(=O)(=O)N3CCOCC3)ccc21,1.1,-0.2,-3,-1.6,1.4,-1.4,-1.4,4,1,0.2,-3
Cn1c(-c2cc(Br)ccc2O)n[nH]c1=S,0.4,0.5,0,-0.5,0.4,-1.9,-0.5,4,0,-0.6,-1
Cc1ccc(S(=O)(=O)N2C[C@@H]3CCCC[C@@H]3[C@@H](C)[C@H]2CC(=O)c2ccccc2)cc1,1.1,-0.1,4,-0.7,0.7,5.1,-0.4,15,-6,-0.8,-4
CCOc1ccc(/C(O)=C2/C(=O)C(=O)N(CC3CCCO3)C2c2ccc(C)o2)cc1 (stereo not given),0.7,-0.1,-8,-0.9,-1.9,0.0,-0.8,-2,2,0.7,-4
C/C(=N\NC(=O)CC1N=C(Cc2ccccc2)NNC1=O)c1ccncc1 (stereo not given),-0.1,0.7,-1,0.4,-1.6,-1.4,-1.8,-5,-2,0.3,1
CN(Cc1ccccc1)S(=O)(=O)c1ccc(Cl)c(C(=O)O)c1,-0.2,-0.2,5,-0.8,0.8,-1.3,-1.1,-2,6,0.1,0
CN(Cc1c(F)cccc1Cl)C(=O)c1cnc2ccccc2n1,0.1,0.7,4,0.6,3.7,3.2,-1.0,-4,-1,-0.2,1
CC(=O)N(c1nc(CCl)cs1)c1cccc(C)c1C,1.0,-0.5,3,1.1,-0.2,0.8,-1.7,5,-1,0.4,-2
C/C(=N\N=C(N)N)c1cccc([N+](=O)[O-])c1,-0.1,-0.2,-3,-0.3,3.1,1.3,-0.9,3,-6,0.2,-3
O=C(NCc1cccc(C(F)(F)F)c1)c1ccc2c(c1)OCO2,2.3,0.3,0,-2.8,2.9,2.7,-1.7,3,4,-0.8,-1
COc1cc(C(=O)N(Cc2ccc(N(C)C)cc2)C2CCS(=O)(=O)C2)cc(OC)c1OC (stereo not given),1.2,0.1,-4,0.5,0.8,3.1,-1.4,-1,-4,-0.6,-1
O=C(O)c1ccc(S(=O)(=O)N2CCc3ccccc3C2)cc1,-0.3,-0.1,2,0.4,0.4,-0.4,-0.2,2,-3,-0.4,1
CCCCOc1ccc(C(=O)N=c2sccn2C)cc1OC,0.4,-0.4,-1,-1.0,3.2,6.6,-0.4,-6,-2,3.2,3
Cc1occc1C(=O)Nc1ccc(Br)cc1F,1.9,-0.5,-2,1.9,4.0,12*,-0.4,2,1,0.8,10*
CCCCn1c(=O)n(CC(=O)NCc2ccc(C)cc2)c(=O)c2c1nc(CO)n2CCC,-2.6,0.3,0,-1.8,-0.4,-2.7,-0.6,-10,10,-0.8,-1
COCCN(C(=O)COC(=O)CCC1CCCCC1)c1c(N)n(Cc2ccccc2)c(=O)[nH]c1=O,0.2,0.6,1,-0.4,0.1,-0.1,-1.2,10,1,-0.1,0
O=C(c1ccccc1Oc1ccccc1)N1CCN(c2ccccc2F)CC1,-0.5,-0.2,-10,-1.4,0.3,-2.1,-1.7,3,-1,-0.1,1
COc1ccc(CNC(=O)C2(CC3CC(c4ccccc4)=NO3)CCN(C(=O)OC(C)(C)C)CC2)cc1 (stereo not given),-1.0,0.7,1,-2.0,0.5,-1.2,-1.4,-2,-2,-0.1,-1
CCCc1nn(-c2cc(Cl)ccc2OC)c2c1C(=O)CC(C)(C)C2,0.3,0.2,-12,-2.0,-2.5,-2.4,-1.8,-2,-6,-0.8,-2
COc1ccc(CCNC(=O)C2CC2)cc1,-0.1,0.9,7,-1.0,0.3,-0.5,-1.3,0,1,0.2,-4
Cc1cc(=O)n2nc(N3CCCC(C(=O)NCc4ccc5c(c4)OCO5)C3)sc2n1 (stereo not given),0.3,-0.3,3,-2.0,0.3,-1.2,-1.6,3,-1,-0.6,0
CCOC(=O)C1CCN(S(=O)(=O)c2cc(C(=O)OC)n(C)c2)CC1,-1.6,-0.5,1,-2.6,1.4,-3.4,-1.7,-3,-3,-1.1,-4
NC(=O)c1c(NC(=O)c2cnccn2)sc2c1CCCC2,1.6,0.1,-2,-0.1,3.8,5.0,-0.8,1,-4,-0.1,7

# Structures listed above that bear a hit mark in hcDAF-12 act:
smiles,DAX1 inh-1,KLK7 zymogen act,GC-B act,hcDAF-12 act,ssDAF-12 act,HGIII-sPLA2 inh,NPR1 activator,DAX1 inh-2,SMARCA2 act
COc1ccc(C2=NN(C(C#N)c3ccc(OC)cc3)C(c3ccccc3)C2)cc1 (stereo not given),5.4*,-0.9,-2,6.4*,-0.6,-4,1,2.7,3

# Following part.
SMILES,DAX1 inh-1,KLK7 zymogen act,GC-B act,hcDAF-12 act,GAA850 FXN act,hgDAF-12 ag,ssDAF-12 act,HGIII-sPLA2 inh,NPR1 activator,DAX1 inh-2,SMARCA2 act
COC(=O)c1ccc(Cl)c(NS(=O)(=O)c2ccc3c(c2)OCCO3)c1,-0.2,-0.4,-1,0.8,-3.3,2.0,-0.7,-10,3,-1.3,3
CCOC(=O)c1c(C)[nH]c(C(=O)OC(C)C(=O)NCc2ccccc2)c1C (stereo not given),-1.6,-0.4,-4,-0.7,2.0,2.4,-0.5,-2,1,-0.2,-1
C(=N\NC(=Nc1ccccc1)c1ccccn1)/c1ccccn1,0.7,-0.6,0,1.4,2.0,2.9,-0.5,12,5,0.5,1
N/C(Cc1ccc(Cl)cc1)=N\OC(=O)c1cccc2ccccc12,-0.5,-4.8,1,-1.5,-2.1,1.4,-1.5,3,10,0.8,3
CC1=NN(c2cccc(C(=O)O)c2)C(=O)/C1=C\C=C/c1ccccc1,.,0.3,-6,-0.7,6.7,1.2,-1.2,-4,24,0.6,-3
COCCCN(Cc1cccs1)S(=O)(=O)c1c[nH]c(C(=O)OC)c1,1.1,-0.1,2,-1.9,-0.5,0.2,-1.4,-2,0,-0.9,-1
NS(=O)(=O)c1ccc(CCNC(=O)CN2CCN(Cc3cccc4ccccc34)CC2)cc1,-1.5,-0.5,1,-3.1,0.3,-1.6,-1.6,-3,-4,-0.7,-3
CN(C)c1ccc(C(=O)c2ccc(N(C)C)c(N)c2)cc1N,-0.7,0.7,1,-0.2,0.7,1.3,-1.0,7,2,-0.4,1
COCCCNC(=O)Cn1cc(/C=C(\C#N)C(=O)NC2CC2)c2ccccc21,0.6,0.4,-1,-1.2,2.6,-0.6,-1.5,10,-3,-0.1,-3
CCOC(=O)CCC(NC(=O)c1ccc(CNc2nc3cc(C(F)(F)F)ccc3nc2C(=O)OCC)cc1)C(=O)OCC (stereo not given),0.0,-63,2,-1.6,0.5,1.6,-0.9,-4,-1,-0.1,1
O=C(COC(=O)/C=C/c1ccc(F)cc1)Nc1cc(C(F)(F)F)ccc1N1CCOCC1,0.4,0.7,8,-0.6,2.1,-0.3,-0.6,3,-5,-0.2,-3
Brc1cc2c(cc1COc1ccc(-c3nn[nH]n3)cc1)OCO2,1.4,0.0,-2,-0.7,2.9,1.1,-0.5,-38,2,1.3,4
CC1CCCN(S(=O)(=O)c2ccc(Br)s2)C1 (stereo not given),0.0,0.0,-8,-2.1,0.8,1.6,-2.1,-5,-2,-0.4,-2
